High-throughput results from PubChem.
KCNQ1 inh: blocks the human KCNQ1 potassium channel; AID 2642; actives 1.3% (n = 310,000); B-score at 10 µM; P51787; CHO-K1 KCNQ1, FluxOR thallium flux fluorescence; active compounds read high;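 active = compounds whose thallium flux B-score, printed positive for inhibition, exceeds three library SD while starting fluorescence stays within three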;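 note: channel opened by potassium depolarization with thallium stimulus after 20 min compound exposure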
KCNK9 block: human KCNK9 channel inhibition; Q9NPC2; HEK293 KCNK9, FluxOR thallium flux fluorescence; active compounds read low; B-score at 10 µM; actives 1.2% (n = 310,000); AID 488922;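 active = ratio B-score over 3 SD below the library mean, with starting fluorescence within 5 SD of its mean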;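 note: negative B-score means less thallium flux so channel inhibition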
Platelet DG rel: modulates dense granule release in human platelets; actives 0.22% (n = 300,000); AID 1663; inhibition, %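 (compounds screened at 7.5 µM in platelet-rich plasma)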; human platelet-rich plasma, SFLLRN dense granule ATP release, luminescence;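 active = mean replicate score, as percent of positive control, at or above 50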
KCNQ1 act: potentiates or activates the human KCNQ1 potassium channel; P51787; actives 0.35% (n = 310,000); B-score at 10 µM; CHO-K1 KCNQ1, thallium flux FluxOR fluorescence; active compounds read high; AID 2648;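 active = fluorescence ratio B-score, a plate-corrected score, at least three library SD, with initial intensity B-score within 5 SD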
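System: CHO-K1 cells stably expressing KCNQ1 / Medium: assay buffer for compound exposure, DMSO matched across wells / Reagent: thallium- and potassium-containing depolarizing buffer / Compound: one concentration, matched DMSO / Incubation: 20 min compound pretreatment at room temperature / Measured by: kinetic FluxOR fluorescence, 10 s baseline plus 110 s post-stimulus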
PolyA inhibitor: inhibitors of polyadenylation in S. cerevisiae. actives 0.02% (n = 300,000). AID 1875. calls only at 12 µM. S. cerevisiae SKY197-pL101 polyadenylation reporter, beta-gal luminescence; efflux-impaired pdr1/pdr3 knockout yeast; score 100 = 6 SD above DMSO;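 active = lowest replicate activity score at least 50, where 100 means six control SD above control mean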;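 note: yeast exposed to compound for 9 h at 30 °C; higher score means more reporter readthrough which indicates perturbed polyadenylation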
DYRK1A inh: blocks rat Dyrk1A kinase activity; Q63470; ADP-Glo luminescence, NFATc1 peptide; inhibition, % at 12.5 µM; actives 0.43% (n = 310,000); AID 504441; in the data active = inhibition above about 50%;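 note: plate controls were vehicle with enzyme for no effect and no enzyme for full effect; many of its hits are not listed in these tables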
KCNK3 inh: human KCNK3 channel inhibition, primary screen. O14649. CHO-KCNK3 thallium flux, FluxOR fluorescence; active compounds read low. B-score at 10 µM. actives 0.84% (n = 340,000). AID 602410;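 active = B-score under library mean minus 4 SD, starting fluorescence ratio at most library mean plus 5 SD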;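 note: more negative B-score means stronger inhibition of thallium flux through KCNK3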
TRPC4 inh: TRPC4 (mouse) channel inhibition | Q9QUQ5 | actives 0.39% (n = 300,000) | B-score at 10 µM | HEK293 TRPC4beta/mu-opioid, DAMGO-evoked Fluo4 calcium flux; active compounds read low | AID 2247;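 active = B-score over 3 SD under the library average, no early fluorescence shift, positive overall ratio signal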
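Signal: kinetic Fluo4 fluorescence imaging of calcium influx. Material: stable TRPC4beta/mu-opioid receptor HEK293 cells. Probe or stimulus: DAMGO in two steps, submaximal then maximal.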
TRPC4 act: opens the mouse TRPC4 cation channel; B-score at 10 µM; Q9QUQ5; AID 2237; HEK293 TRPC4beta/mu-opioid, Fluo4 calcium fluorescence; active compounds read high; actives 0.49% (n = 310,000);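 active = B-score above 5 SD of library B-scores, and initial fluorescence ratio not above library mean plus 5 SD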;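 note: positive B-score marks a calcium rise read as TRPC4 activation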
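Technique: kinetic Fluo4 calcium fluorescence; Test system: TRPC4beta and mu-opioid receptor HEK293 stable cells; Measure: B-scored integrated calcium fluorescence ratio; Benchmarks: low control buffer alone, high control maximal DAMGO; Schedule: 45 min room-temperature Fluo4 loading, 110 s read.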
TRPC4 PAM: allosterically enhances the mouse TRPC4 cation channel; HEK293 TRPC4beta/mu-opioid, DAMGO EC20, Fluo-4 Ca2+ flux; active compounds read high; B-score at 10 µM; actives 0.42% (n = 310,000); AID 2227; Q9QUQ5;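 active = B-score of calcium response area above 5 SD of library B-scores, with initial fluorescence ratio within 5 SD of library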;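 note: B-score of integrated fluorescence ratio over time as area under calcium response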
hERG protect: hERG (human) protection from proarrhythmic block. Q12809. CHO-hERG, FluxOR thallium flux, dofetilide IC70 present. activation (rescue from dofetilide block), less the hit threshold, % at 10 µM. actives 0.51% (n = 310,000);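 active = activation above the mean of controls blocked by dofetilide plus 5 SD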;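 note: thallium influx through hERG after potassium depolarization seen as dye fluorescence rise; in these data hits start at about 4.7%; inactives centre near -7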
Target sequence (Q12809 whole entry, looked up): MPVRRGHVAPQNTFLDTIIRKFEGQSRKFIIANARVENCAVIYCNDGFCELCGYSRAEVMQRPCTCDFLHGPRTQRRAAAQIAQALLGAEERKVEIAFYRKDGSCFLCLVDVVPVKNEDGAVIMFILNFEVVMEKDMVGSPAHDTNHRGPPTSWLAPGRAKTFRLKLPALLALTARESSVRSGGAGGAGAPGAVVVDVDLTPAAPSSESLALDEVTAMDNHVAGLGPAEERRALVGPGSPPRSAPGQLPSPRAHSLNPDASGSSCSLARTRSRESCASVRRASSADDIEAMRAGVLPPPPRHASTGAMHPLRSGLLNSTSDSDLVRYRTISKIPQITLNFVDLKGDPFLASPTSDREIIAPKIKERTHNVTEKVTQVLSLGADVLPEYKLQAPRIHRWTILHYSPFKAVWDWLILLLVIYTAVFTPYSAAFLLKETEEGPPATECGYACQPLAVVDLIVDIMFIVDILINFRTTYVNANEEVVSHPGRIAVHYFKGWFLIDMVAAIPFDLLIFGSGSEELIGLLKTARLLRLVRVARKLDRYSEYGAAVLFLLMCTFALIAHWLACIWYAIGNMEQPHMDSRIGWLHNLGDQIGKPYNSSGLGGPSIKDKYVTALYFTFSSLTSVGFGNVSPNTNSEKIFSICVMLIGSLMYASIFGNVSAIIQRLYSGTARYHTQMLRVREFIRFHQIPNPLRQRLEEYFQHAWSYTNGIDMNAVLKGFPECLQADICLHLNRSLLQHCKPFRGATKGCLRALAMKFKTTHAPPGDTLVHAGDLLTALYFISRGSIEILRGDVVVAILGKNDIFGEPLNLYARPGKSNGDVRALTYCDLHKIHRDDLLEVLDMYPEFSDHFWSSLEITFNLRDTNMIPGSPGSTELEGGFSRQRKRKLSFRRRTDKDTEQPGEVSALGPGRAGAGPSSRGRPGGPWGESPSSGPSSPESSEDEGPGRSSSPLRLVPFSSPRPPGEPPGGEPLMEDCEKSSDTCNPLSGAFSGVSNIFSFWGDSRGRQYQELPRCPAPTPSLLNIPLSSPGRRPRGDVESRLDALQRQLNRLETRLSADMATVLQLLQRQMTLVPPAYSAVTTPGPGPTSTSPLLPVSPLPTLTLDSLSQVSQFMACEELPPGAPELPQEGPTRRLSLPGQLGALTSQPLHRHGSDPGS
An asterisk follows results filed as active; i = inactive; nt = not tested or not shown; & = joins results of further samples.

molecule	KCNK9 block	KCNK3 inh	PolyA inhibitor	hERG protect	TRPC4 PAM	Platelet DG rel	KCNQ1 inh	TRPC4 inh	KCNQ1 act	TRPC4 act	DYRK1A inh
CCOc1ccc(CCNC(=O)COC(=O)CSc2ccccc2C)cc1OCC	i	i	i	-7	i	-4	i	i	i	i	1
CC(C)CCCC(C)NS(=O)(=O)Cc1ccccc1 (configuration not stated)	i	i	i	-8	i	-2	i	i	i	i	-2
Cc1nn(Cc2c(F)c(F)c(F)c(F)c2F)c(C)c1NC(=O)c1c([N+](=O)[O-])c(C)nn1C	i	i	i	-6	i	-6	i	i	i	i	3
COc1ccc(CC(=O)N/N=C(\C)c2cccs2)cc1OC	i	i	nt	-6	i	nt	i	i	i	i	3
COc1ccccc1NC=C1C(=O)OC2(CCCCC2)OC1=O	i	i	i	-22	i	0	i	i	i	i	-3
COc1ccc(CNC(=O)c2c(F)c(F)c(F)c(F)c2F)cc1	i	i	i	-11	i	-4	i	i	i	i	-4
CCN(C(=O)Cn1nc(C)n2c(cc3cc(C)ccc32)c1=O)c1ccccc1	i	i	i	-14	i	-5	i	i	i	i	3
Cc1cc(=O)[nH]c(N/N=C/c2ccc(-c3ccc(F)cc3)o2)n1	i	i	i	-8	i	36	i	i	i	i	2
O=C(Nc1cc(C(F)(F)F)ccc1Cl)C(NCc1ccccc1)c1ccccc1 (configuration not stated)	-7.1*	i	i	-21	i	-2	11*	i	i	i	-2
COc1cccc(C(=O)NC2CC3CCCC(C2)N3S(=O)(=O)c2ccccc2)c1 (configuration not stated)	i	i	i	-16	i	-6	i	i	i	i	6
CCN(CC)S(=O)(=O)c1ccc(Cl)c(NC(=O)COc2ccccc2[N+](=O)[O-])c1	i	i	i	-8	i	12	i	i	i	i	0
OCCCn1c(C2CCCN2c2nc(-c3ccc(F)cc3)cs2)nc2cc(Cl)c(Cl)cc21 (configuration not stated)	i	i	i	-4	i	8	i	i	i	i	-14
O=C(NCc1ccccn1)Nc1cccc(Cl)c1Cl	i	i	i	-11	i	1	i	i	i	i	12
CC(=O)c1ccc(C(=O)NC2CCCN(Cc3ccccc3F)C2)cc1 (configuration not stated)	i	i	i	-4	i	-1	i	i	i	i	nt
CC(=O)N1Cc2ccccc2CC1C(=O)O (configuration not stated)	i	i	i	-6	i	-2	i	i	i	i	-1
CC(OC(=O)Cn1cnc2c1c(=O)n(C)c(=O)n2C)C(=O)c1ccccc1 (configuration not stated)	i	i	i	-10	i	-4	i	i	i	i	13
O=C(O)c1ccc(OCc2occc2C(=O)O)cc1	i	i	i	-4	i	2	i	i	i	i	-1
Cc1ccc(C)c(S(=O)(=O)N2CCN(C(=O)Cc3c(F)cccc3Cl)CC2)c1	i	i	i	-10	i	4	i	i	i	i	nt
O=C(NNC(=O)c1ccc(Cl)cc1Cl)c1ccncc1	i	i	i	-8	i	-8	i	i	i	i	7
CN(C)C(=O)c1nc2ccc(Cl)cn2c1CN1CCN(c2ncccn2)CC1	i	i	i	-11	i	2	i	i	i	i	-53
CN(C)c1ccc(C(=O)N/N=C/c2ccccn2)cc1	i	i	i	-10	i	-6	i	i	i	i	-7
COC(=O)C1=CN(Cc2cccs2)C=C(C(=O)OC)C1c1cccc(OC)c1OC	i	i	i	-7	i	10	i	i	i	i	4
Cc1ccccc1Nc1nn2c(=O)c3ccccc3nc2s1	i	i	i	-14	i	-14	i	i	i	i	3
Cc1ccccc1NC(=O)Cc1nc(CSc2nnc(-c3ccc4c(c3)OCO4)o2)cs1	i	i	i	-6	i	10	i	i	i	i	3

Random excerpt: 2 records from the list.
molecule	KCNK9 block	KCNK3 inh	PolyA inhibitor	hERG protect	TRPC4 PAM	Platelet DG rel	KCNQ1 inh	TRPC4 inh	KCNQ1 act	TRPC4 act	DYRK1A inh
O=C(O)c1ccc(OCc2occc2C(=O)O)cc1	i	i	i	-4	i	2	i	i	i	i	-1
O=C(NNC(=O)c1ccc(Cl)cc1Cl)c1ccncc1	i	i	i	-8	i	-8	i	i	i	i	7

Next section.
molecule	KCNK9 block	KCNK3 inh	PolyA inhibitor	hERG protect	TRPC4 PAM	Platelet DG rel	KCNQ1 inh	TRPC4 inh	KCNQ1 act	TRPC4 act	DYRK1A inh
Cc1cc(Cl)ccc1C(=O)C1CCCN(C(=O)CCn2cnnn2)C1 (configuration not stated)	i	i	i	-4	i	-8	i	i	i	i	1
CCc1ccc(NC(=O)c2ccc3c(c2)C(=O)N(Cc2ccco2)C3=O)cc1	i	i	i	-5	i	-8	i	i	i	i	-1
CN(C)C(=O)Oc1cccc([N+](C)(C)C)c1	i	i	i	1	i	-1	i	i	i	i	-3&6
N#Cc1cnn2cc(-c3ncc(C(F)(F)F)cc3Cl)cnc12	i	i	i	-8	i	-3	i	i	i	i	14
C=CCn1c(SCC(=O)NCC(=O)OCC)nnc1-c1ccccn1	i	i	i	-8	i	-11	i	i	i	i	-2
CCOC(=O)c1c(NC(=O)C(F)(OC)C(F)(F)F)sc2c1CCN(C)C2 (configuration not stated)	i	i	i	-3	i	-1	i	i	i	i	8
CCc1ccccc1NS(=O)(=O)Cc1ccccc1	i	i	nt	-5	i	2	i	i	i	i	nt
COc1cccc(/C=C2/SC(=S)N(CCC(=O)N3CCOCC3)C2=O)c1	i	i	i	-9	i	1	i	i	i	i	-6
Cc1ccc(CSCC(N)C(=O)O)cc1 (configuration not stated)	i	nt	i	-11	i	-1	i	i	i	i	nt
COc1ccc(NC(=O)COCC(=O)Nc2ccc(C)cc2)cc1	i	i	i	-5	i	4	i	i	i	i	6
O=C(CSc1nc2[nH]ncc2c(=O)[nH]1)Nc1ccc(Cl)c(Cl)c1	i	i	i	-12	i	0	i	i	i	i	18
N#C/C(C(=O)NCc1ccccc1)=C1/SC(Cc2ccc(Cl)cc2)C(=O)N1c1ccccc1 (configuration not stated)	i	i	i	-8	i	4	i	i	i	i	1
COc1ccc(OC)c(NC(=O)Cn2c(=O)n(CC3CCCO3)c(=O)c3cc(OC)c(OC)cc32)c1 (configuration not stated)	i	i	i	-20	i	22	i	i	i	i	0
Cc1c(C(=O)NCCc2ccccc2)oc2ccc(S(=O)(=O)N3CCC4(CC3)OCCO4)cc12	i	i	i	-15	i	-4	i	i	i	i	3
CC1=CC(C)C2C(=O)N(CCC[N+](C)(C)C)C(=O)C2C1 (configuration not stated)	i	i	i	-5	i	8	i	i	i	i	-3
O=C(COc1ccc(Cl)cc1)N1CCN(c2ncccn2)CC1	i	i	i	-12	i	-1	i	i	i	i	4
Cc1ccc(-c2nc3cc(N)ccc3o2)c(C)c1	i	i	i	-5	i	2	i	i	i	i	8
CCSc1nc(=O)n(-c2ccccc2)c(C)c1C(C)=O	i	i	i	-5	i	6	i	i	i	i	1
O=C(CCc1nnc2ccc(NCc3ccc(Cl)cc3)nn12)NC1CCCCC1	i	i	i	-14	i	-9	i	i	i	i	-3
COc1ccc(C(=O)CCN2CCN(c3ccc(OC)cc3)CC2)cc1	i	i	i	-11	i	-9	i	i	i	i	nt
NC(=O)C1CCN(C(=O)CSc2nc3c(c(-c4ccccc4)n2)CCCC3)CC1	i	i	i	-9	i	4	i	i	i	i	-1
Oc1ccc(Cl)cc1N=Cc1sc2ccccc2c1Cl	i	i	i	-5	i	-6	i	i	i	i	-1
O=C(CSc1nnc2ccc(-c3ccncc3)nn12)c1cccs1	i	i	i	-15	i	21	i	i	i	i	4
CCOc1cnc(C(=O)NNC(=O)C(Br)C(C)C)o1 (configuration not stated)	i	i	i	-18	i	1	i	i	i	i	6
O=C(c1ccc(=O)[nH]c1)N(Cc1ccco1)C1(C(=O)NC2CCCCC2)CCCCC1	i	i	i	0	i	-8	i	i	i	i	7
CC(Nc1cc(N2CCN(S(C)(=O)=O)CC2)ccc1[N+](=O)[O-])c1ccccc1 (configuration not stated)	i	i	i	-7	i	17	i	i	i	i	-6
CCC(=O)Nc1ccccc1C(=O)C(=O)Nc1ccccc1	i	i	i	-5	i	21	i	i	i	i	-7
Cc1cc(SCC(=O)Nc2ccc(O)cc2)n2ncc(-c3ccccc3)c2n1	i	i	nt	-8	i	2	i	i	i	i	-3
COc1ccc(-c2noc3c2-c2nc(C(C)C)sc2CC3)cc1	i	i	i	-8	i	4	i	i	i	i	12
NC(=S)Nc1cccc2[nH]ncc12	i	i	i	-1	i	3	i	i	i	i	8
CCOc1ccc(N(CC(=O)NC(C)(C)C)C(=O)CCC(=O)Nc2nccs2)cc1	i	i	i	-6	i	-2	i	i	i	i	-5
Cc1nnc(NC(=O)c2cccc(S(=O)(=O)N3CCCC3)c2)s1	i	i	i	-3	i	-3	i	i	i	i	-3
COc1ccc(OC)c(N(CC(=O)N2CCCCC2)S(=O)(=O)c2ccc(OC)c(OC)c2)c1	i	i	i	-5	i	2	i	i	i	i	-3
CC(=O)Nc1ccc(OCC(=O)NCc2ccccc2)cc1	i	i	i	-7	i	2	i	i	i	i	-6
[O-]/C(=C(\C(=S)Nc1ccc(SC(F)F)cc1)[n+]1ccccc1)c1cc(Cl)ccc1Cl	i	i	i	-15	i	4	i	i	i	i	0
C=CCN(Cc1nc(-c2ccc(OC)c(OC)c2)oc1C)C1CCS(=O)(=O)C1 (configuration not stated)	i	i	i	0	i	10	i	i	i	i	-4
O=C(COc1cccc(NC(=O)c2ccccc2)c1)c1ccc(F)cc1	i	i	i	-7	i	-6	i	i	i	i	2
Cc1ccc(NC(=S)NCCc2ccc(S(N)(=O)=O)cc2)c(C)c1	i	i	i	-7	i	-7	i	i	i	i	6
CC(=O)n1cc([C@H]2C=C(C(=O)N3CCOCC3)O[C@@H](OCc3ccc(CO)cc3)C2)c2ccccc21	i	i	i	-7	i	-1	i	i	i	i	6
Cc1ccc(CN2C(=O)CCC2(C)C(=O)NCc2cccnc2)cc1 (configuration not stated)	i	i	i	-16	i	1	i	i	i	i	-3
COc1ccc(-c2cc(-c3ccccc3)c(C#N)c(=S)[nH]2)cc1	i	i	i	-9	i	6	i	i	i	i	-5
N#CC1=C(N)OC2=C(C(=O)CC(c3ccccc3)C2)C1c1ccoc1 (configuration not stated)	i	i	i	-12	i	-6	i	i	i	i	-4

This is a subset. The share of hits here may be higher or lower than overall.
